Insulin prom inh = TRM-6 insulin promoter activity inhibition; TRM-6 cells (human fetal islet line), insulin promoter-eGFP reporter, imaging; reporter expression induced with tamoxifen; inhibition, % at 2 µM; 130,000 compounds, 0.9% hits; AID 1273;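 active means inhibition above the mean plus 3 SD, with well images judged a real hit on visual review, cut at about 60% in these data, passing the limit was not always enough; inconclusive means inhibition over the cutoff but images rejected on review; inactive means inhibition not above the cutoff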
SDO1 yeast rescue = sdo1-depleted yeast growth rescue | 140,000 compounds, 0.21% hits | z-score at 10 µM | AID 817 | S. cerevisiae sdo1-depleted JHY4D growth rescue, OD600 30 h; stronger effect = higher value; pdr5 snq2 efflux-pump mutant strain;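 active means z-score above 3 at both the 24 hr and the 30 hr optical density reads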;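 further: z-score against mean and SD of all compound wells on the same plate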
SDO1 yeast rescue Rescue 24 h = further read-out of SDO1 yeast rescue, marked with its call; z-score; S. cerevisiae sdo1-depleted JHY4D growth rescue, OD600; measured here: growth rescue at 24 h;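 0 is the plate mean of compound wells and units are plate SD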
Starred values were filed as active, the others as inactive; ? = inconclusive; / = not tested or not shown. A portion of the library. The share of hits here may be higher or lower than overall.

SMILES	Insulin prom inh	SDO1 yeast rescue	SDO1 yeast rescue Rescue 24 h
CC1=CC(=C2C(=O)NC(=O)NC2=O)C=C(C(F)(F)F)N1C(C)C	/	1.7	0.77
O=C(c1ccc(-c2ccccc2)c(F)c1)C1CCCN(CCO)C1 (centres undefined)	-15	/	/
O=C(Cc1ccccc1)N1CCN(Cc2ccccn2)CC1	-271	-0.37	-0.74
COc1ccc(-n2c(/C=C/c3ccc4c(c3)OCO4)nc3ccccc3c2=O)cc1	-12	-1	-1.2
COc1ccc(C2SCC(=O)Nc3c2c(C)nn3-c2ccccc2)cc1 (centres undefined)	-48	-0.8	-1
O=C(C1CC(=O)N(c2ccc(F)c(Cl)c2)C1)N1CCC2(CC1)OCCO2 (centres undefined)	19	0.68	0.48
Cc1ccc(N2C(=O)NC(=O)/C(=C\c3ccc(N4CCOCC4)cc3)C2=O)cc1	0	1	-0.33
CCOC(=O)c1c(C)n(CC(O)CN2CCOCC2)c2cc(Br)c(OC)cc12 (centres undefined)	24	/	/
COc1ccc(N2C(=O)/C(=C/C=C/c3ccccc3[N+](=O)[O-])C(=O)NC2=S)cc1	0	/	/
COC(=O)C(O)(c1ccc(N(C)C(=O)OC(C)C)cc1)C(F)(F)F (centres undefined)	-47	-1.1	-0.3
COc1cccc(C(=O)C2CCCN(Cc3ccon3)C2)c1 (centres undefined)	9	/	/
CCCN(CC#CCOc1ccc(OC)cc1)CCC	43	0.15	0.23

Grouped by structure: the compounds so far with a CF3 group (two)
SMILES	Insulin prom inh	SDO1 yeast rescue	SDO1 yeast rescue Rescue 24 h
CC1=CC(=C2C(=O)NC(=O)NC2=O)C=C(C(F)(F)F)N1C(C)C	/	1.7	0.77
COC(=O)C(O)(c1ccc(N(C)C(=O)OC(C)C)cc1)C(F)(F)F (centres undefined)	-47	-1.1	-0.3

Three records drawn at random from those above:
SMILES	Insulin prom inh	SDO1 yeast rescue	SDO1 yeast rescue Rescue 24 h
COc1ccc(C2SCC(=O)Nc3c2c(C)nn3-c2ccccc2)cc1 (centres undefined)	-48	-0.8	-1
COc1ccc(N2C(=O)/C(=C/C=C/c3ccccc3[N+](=O)[O-])C(=O)NC2=S)cc1	0	/	/
COC(=O)C(O)(c1ccc(N(C)C(=O)OC(C)C)cc1)C(F)(F)F (centres undefined)	-47	-1.1	-0.3

(list continues)
SMILES	Insulin prom inh	SDO1 yeast rescue	SDO1 yeast rescue Rescue 24 h
Cc1c(C(c2ccc(O)cc2)c2c(O)c3ccccc3oc2=O)c(=O)n(-c2ccccc2)n1C (centres undefined)	7	3.4*	8.6*
CN(C)C(=O)Oc1ccc(Cl)c2cccnc12	40	/	/
O=C1N(c2cccc(Cl)c2)C(c2cccnc2)N2CCCN12 (centres undefined)	-35	/	/
OC1/C(=C/c2ccc(F)cc2)N2CCC1CC2 (centres undefined)	0	0.07	0.62
CS(=O)(=O)N1CCCC(C(=O)N2CCC3(CC2)OCCO3)C1 (centres undefined)	/	0.14	-0.3
CC(=O)Nc1ccccc1OP1(=O)COc2ccccc2OC1	77*	0.79	0.9
CN1CCN(c2ccc(F)cc2N)CC1	-91	/	/
Cc1cc(Cl)ccc1OCCCC(=O)NCc1cccs1	-8	-0.18	0.02
NCCc1c[nH]c2ccccc12	-5	-0.03	-0.82
Cc1ccccc1C(=O)NC(Oc1ccccc1)C(Cl)(Cl)Cl (centres undefined)	12	-0.38	0.88
COC(=O)c1ccc(COc2cc(C)cc3oc(=O)c4c(c23)CCCC4)o1	-50	-0.13	0.23
O=C1CC(c2ccccc2)CC(O)=C1C=NCCN1CCN(C(=O)Cc2ccccc2)CC1 (centres undefined)	-33	0.6	0.36

No new results follow: 4 of the compounds above.
SMILES	Insulin prom inh	SDO1 yeast rescue	SDO1 yeast rescue Rescue 24 h
Cc1c(C(c2ccc(O)cc2)c2c(O)c3ccccc3oc2=O)c(=O)n(-c2ccccc2)n1C (centres undefined)	7	3.4*	8.6*
CN(C)C(=O)Oc1ccc(Cl)c2cccnc12	40	/	/
O=C1N(c2cccc(Cl)c2)C(c2cccnc2)N2CCCN12 (centres undefined)	-35	/	/
OC1/C(=C/c2ccc(F)cc2)N2CCC1CC2 (centres undefined)	0	0.07	0.62

(listing goes on)
SMILES	Insulin prom inh	SDO1 yeast rescue	SDO1 yeast rescue Rescue 24 h
CN1CCN(c2cccc3c2C(=O)c2ccccc2C3=O)CC1	14	1.3	0.96
CN1CC2([N+](=O)[O-])CC=C(Cl)C([N+](=O)[O-])(C1)C2 (centres undefined)	-42	/	/
CC(C)Oc1ccc(Cc2c(O)[nH]c(=O)[nH]c2=O)cc1	6	0.48	0.8
O=C1NC(=S)N(Cc2ccco2)C(=O)/C1=C\c1cccs1	0	/	/
CC(=O)Nc1ccccc1C(=O)C(=O)Nc1cccc(C(=O)N2CCC3(CC2)OCCO3)c1	25	/	/
O=C1NC(=O)N(c2ccc(F)cc2)C(=O)/C1=C/c1ccc2c(c1)CCCN2Cc1ccccc1	/	-0.69	-1
CCOC(=O)c1ccc(N=Cc2c(O)n(-c3ccc(OC)cc3)c(=S)[nH]c2=O)cc1	17	/	/
CN1CCC(N2CC3CC(C2)c2cccc(=O)n2C3)CC1 (centres undefined)	/	0.39	-0.81
CCn1c(O)c(C=Nc2ccc(S(N)(=O)=O)cc2)c(=O)n(CC)c1=S	-50	1.7	1.9
O=C(O)c1ccc(Cl)nc1	-3	0.47	-0.09
Cc1cccc(-n2c(O)c(C=NC34CN5CN(CN(C5)C3)C4)c(=O)[nH]c2=O)c1	27	/	/
CCCC(C)n1[nH]c(=O)c2c1NC(=O)CSC2c1ccc(OC)cc1 (centres undefined)	50	0.53	-0.11
Cc1ccc(N(C)C(=O)Oc2ccc(C(=O)c3ccc(Cl)cc3)cc2)cc1	-50	-0.91	-0.82
COc1cc(/C=N/NP(=S)(c2ccccc2)c2ccccc2)ccc1O	-37	-0.02	0.26
COC(=O)c1cc2c(s1)=NC=NP=2(N1CCOCC1)N1CCOCC1	/	0.56	-0.14
CCOC(C(=O)OCCCN(CC)CC)(c1ccccc1)c1ccccc1	-18	-0.04	-1.1
CN(C)P1(N(C)C)=Nc2c(c(N)nn2C)C(c2ccccc2)=N1	-40	-1	-1.4
CCc1ccc(N2C(=O)NC(=O)/C(=C/c3ccsc3)C2=O)cc1	29	/	/
CN1/C(=C\C=C2C(=O)NC(=O)NC2=O)C(C)(C)c2ccccc21	0	/	/
Cc1cc(C=O)c(C)n1CC1CCCO1 (centres undefined)	71	-0.26	0.65
CCC(=NCCCN(CC)CC)c1c(O)n(-c2ccccc2)c(=O)[nH]c1=O	-14	0.91	0.34
Cc1cc(S(=O)(=O)NCc2ccccc2)ccc1OCC(=O)N1CCN(C)CC1	-40	0.25	0.07
Cc1cc2c(C(F)(F)F)cc(=O)oc2c2c1NCCC2	18	-0.03	-0.26
C=CCn1c(O)c(C(CC)=NC2CC2)c(=O)[nH]c1=O	9	0.86	0.48

Part of the list above in order of SMILES length, falling.
SMILES	Insulin prom inh	SDO1 yeast rescue	SDO1 yeast rescue Rescue 24 h
COC(=O)c1cc2c(s1)=NC=NP=2(N1CCOCC1)N1CCOCC1	/	0.56	-0.14
C=CCn1c(O)c(C(CC)=NC2CC2)c(=O)[nH]c1=O	9	0.86	0.48
Cc1cc(C=O)c(C)n1CC1CCCO1 (centres undefined)	71	-0.26	0.65

Later entries
SMILES	Insulin prom inh	SDO1 yeast rescue	SDO1 yeast rescue Rescue 24 h
CC(O)CNc1ccc([N+](=O)[O-])c2cccnc12 (centres undefined)	22	1.2	0.11
CCCCn1c(O)c(/C(CC)=N/N2CCCCC2c2cccnc2)c(=O)[nH]c1=S (centres undefined)	-47	-0.67	-0.01
CCC1CCCCN1P(=O)(c1ccc(C)o1)C(C)(C)C (centres undefined)	7	-0.16	0.85
CC(=O)c1ccc2c(c1)C1C(Cl)C(Sc3ccccc3[N+](=O)[O-])CC1C(c1ccccc1[N+](=O)[O-])N2 (centres undefined)	31	-1.4	-0.09
O=C1NC(=O)C(=Cc2ccc(Oc3ccc([N+](=O)[O-])cc3)cc2)C(=O)N1	-12	/	/
CCC1(c2ccccc2)C(=O)N(COC)C(=O)N(COC)C1=O	-26	0.47	0.01
Cc1nnc2ccc(N3CCN(C)CC3)nn12	/	0.42	0.2
CCCC1COC(Cn2cncn2)(c2ccc(Cl)cc2Cl)O1 (centres undefined)	19	-1.7	-0.43
OC1/C(=C/c2ccc(C(F)(F)F)cc2)N2CCC1CC2 (centres undefined)	25	/	/
O=C(Cn1cc(C(=O)c2ccccc2)c2ccccc21)NCc1ccco1	20	0.13	0.16
Cc1nc2cc(-c3cccc(F)c3)nn2c(C)c1CCC(=O)N1CCC2(CC1)OCCO2	/	-0.92	-1.1
CN1C(=O)N(C)C(=O)C2(Cc3cc([N+](=O)[O-])ccc3N(C)C2c2ccccc2)C1=O (centres undefined)	-68	0.16	-0.34
Cc1ccc(N2C(=O)NC(=O)/C(=C\C=C\c3ccco3)C2=O)cc1C	-26	-0.2	0.03
CN1CCN(c2ccccc2N)CC1	-4	-0.18	-0.92
Cc1cccc(OCC(=O)N2CCN(Cc3ccc([N+](=O)[O-])cc3)CC2)c1	31	/	/
COc1ccc(C2CN(C)CC2C(=O)c2ccc(C)cc2)cc1Cl (centres undefined)	-56	/	/
CCOC(=O)CC1=C(C(=O)OCC)C2(C(=O)N1)C(C(=O)OC)=C(N)Oc1ccccc12 (centres undefined)	28	-0.17	-0.47
Cc1cc(C)c(NC2=NCCCS2)c(C)c1	-114	0.82	0.15
CN(C)C(=O)Oc1ccc(-c2cn3cc(Cl)ccc3n2)cc1	/	1.1	1.3
CCOC(=O)c1c(C)c(C(=O)N2CCC3(CC2)OCCO3)c(C)n1CC	/	0.54	0.24
CC1SC2(CN3CCC2CC3)NC1=O (centres undefined)	/	0.65	1
CCCCCCOC(=O)c1ccccc1N	/	0.56	0.03
C=CCN1C(=O)/C(=C/c2cc(C)n(-c3ccccn3)c2C)C(=O)NC1=S	-11	-0.43	-0.95
CCC(C)N1C(=O)/C(=C\c2ccc(N3CCCCCC3)cc2)C(=O)NC1=S (centres undefined)	0	-0.6	0.07
CCN1CCN(C(=O)COc2ccc3c(c2)C(=O)CC2(CCN(C(C)=O)CC2)O3)CC1	/	-0.51	-0.31
CCC(=NCc1ccc2c(c1)OCO2)c1c(O)n(C)c(=O)n(C)c1=O	/	-0.3	-0.32
COC(=O)C1C2c3ccccc3OC1(C)N=c1s/c(=C/c3cn(C)nc3C)c(=O)n12 (centres undefined)	/	-0.57	0.04
Cc1ccc(NC(=O)c2snnc2C)cc1Cl	8	/	/
c1ccc2c3c([nH]c2c1)CNCC3	18	0.38	1.1
Cc1ccc(-n2nc(C)c(C3C(C#N)=C(N)Oc4c3c(=O)oc3ccccc43)c2Cl)cc1 (centres undefined)	-21	-0.62	-0.57
COC(=O)CC1NC2CCCCC2NC1=O (centres undefined)	-347	0.21	0.1
C=CCC1(CN2CCCC2=O)C(=O)NC(=O)NC1=O	-3	-0.33	-0.91
O=[N+]([O-])c1ccc(N2CCCCC2)c2ncccc12	0	/	/
COC(=O)C(O)(c1ccc(NC(=S)NC(=O)c2ccc(Cl)cc2Cl)cc1)C(F)(F)F (centres undefined)	3	-0.01	0.42
CCCCn1c(O)c(C(C)=NC(C)c2ccccc2)c(=O)[nH]c1=O (centres undefined)	?	-1.5	-1.2
COCCNC(=O)c1c(N)n(Cc2ccco2)c2nc3ccccc3nc12	-57	-0.77	-0.21
COc1ccccc1N1C(=O)NC(=O)/C(=C/c2ccc3c(c2)Cc2ccccc2-3)C1=O	42	-0.5	-0.66
CCCCn1c(O)c(C=NC2CC3CCC2(C)C3(C)C)c(=O)[nH]c1=O (centres undefined)	64	-1.8	-1.4
Cn1c(O)c(/C=N/c2ncccn2)c(=O)n(C)c1=O	19	0.46	0.36
COc1ccc(C2SCC(=O)Nc3c2c(C)nn3C2CCOC(C)(C)C2)cc1OC (centres undefined)	-45	1.2	-0.22
CC(NC1=NCCS1)c1ccccc1 (centres undefined)	27	/	/
CN1CCN(Cc2ccccc2C(F)(F)F)CC1	11	0.51	0.03
CCN1CCN(Cc2cc(Br)cc(OC)c2O)CC1	-14	0.35	0.37
CCCN1CCC2(CC1)NC(CO)(CO)CO2	12	-0.15	-0.08
O=C(Nc1ccc(Cl)cc1C(=O)c1ccccc1Cl)c1ccco1	-230	-0.41	0.67
CCOc1ccc(NC(=O)c2c(C)nn(Cc3ccccc3)c2Cl)cc1	/	-0.84	-0.2
